# CHT inh: inhibitors of human choline transporter CHT; AID 488975, 2010; B-score at 10 µM; actives 0.86% (n = 310,000); CHT-expressing cells, membrane potential dye, choline response; active compounds read low; High affinity choline transporter 1 (Homo sapiens), Q9GZV3;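 active = B-score over 3 SD under the library average, and starting fluorescence ratio not unusually high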;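 note: choline stimulus applied at its EC90 after an EC20 pre-addition; B-score computed on integrated fluorescence ratio after choline addition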
# Target sequence (Q9GZV3 whole entry, looked up): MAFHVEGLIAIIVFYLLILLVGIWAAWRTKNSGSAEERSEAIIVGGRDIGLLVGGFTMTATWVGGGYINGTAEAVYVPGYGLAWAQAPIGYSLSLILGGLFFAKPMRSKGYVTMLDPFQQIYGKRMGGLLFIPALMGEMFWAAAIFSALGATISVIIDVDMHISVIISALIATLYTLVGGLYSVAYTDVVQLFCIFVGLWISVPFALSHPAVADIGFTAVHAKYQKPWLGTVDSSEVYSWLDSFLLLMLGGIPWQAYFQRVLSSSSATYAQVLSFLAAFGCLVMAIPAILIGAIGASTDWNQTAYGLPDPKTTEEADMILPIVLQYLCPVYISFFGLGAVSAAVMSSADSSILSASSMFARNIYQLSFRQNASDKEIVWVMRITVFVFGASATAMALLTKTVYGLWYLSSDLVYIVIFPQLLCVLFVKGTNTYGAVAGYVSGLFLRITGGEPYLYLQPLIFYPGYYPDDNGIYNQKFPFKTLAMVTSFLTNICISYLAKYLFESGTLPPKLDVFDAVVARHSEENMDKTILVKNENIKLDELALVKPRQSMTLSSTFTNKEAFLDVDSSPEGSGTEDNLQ
# Kir21 inh: inhibitors of mouse Kir2.1 inward-rectifier potassium channel; Inward rectifier potassium channel 2 (Mus musculus), P35561; actives 0.85% (n = 310,000); AID 1672, 2009; HEK293-Kir2.1, FluxOR thallium flux fluorescence; active compounds read low; B-score at 10 µM;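 active = fluorescence ratio B-score at or below minus 3 SD of library scores, with starting-brightness B-score within 2 SD, cut at about -4.2 in these data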;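 note: channel flux triggered by added potassium and thallium sulfate stimulus; B-score of peak minus minimum fluorescence over baseline after thallium stimulus; more negative B-score means stronger Kir2.1 block with less thallium influx; some compounds called inactive have numbers as strong as hits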
# Target sequence (P35561 whole entry, looked up): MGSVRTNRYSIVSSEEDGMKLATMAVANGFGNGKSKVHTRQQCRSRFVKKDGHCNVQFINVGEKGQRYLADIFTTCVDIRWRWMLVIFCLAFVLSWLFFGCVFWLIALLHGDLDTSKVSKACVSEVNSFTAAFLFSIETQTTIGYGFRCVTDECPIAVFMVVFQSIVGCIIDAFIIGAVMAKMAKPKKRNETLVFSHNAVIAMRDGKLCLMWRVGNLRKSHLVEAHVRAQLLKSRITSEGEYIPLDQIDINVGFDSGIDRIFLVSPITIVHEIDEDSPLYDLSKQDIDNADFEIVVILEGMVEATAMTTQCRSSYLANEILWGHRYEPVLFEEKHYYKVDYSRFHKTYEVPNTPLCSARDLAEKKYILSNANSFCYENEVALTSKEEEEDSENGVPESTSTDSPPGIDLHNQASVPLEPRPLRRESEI
# Numbers without * were called inactive; i = inactive; x = no result given; & = joins results of further samples. Not all compounds are listed; rates above refer to the full screens.
structure,Kir21 inh,CHT inh
C[C@]12CCC3[C@@H](CC[C@H]4C[C@@H](O)CC[C@]34C)C1CCC2=O (stereo partly specified),1,i
COc1ccc(NC(=O)c2cc([N+](=O)[O-])ccc2N2CCNCC2)cc1,-0.54,i
COc1ccc(CCNCc2cccn2C)cc1OC,-0.22,i
Brc1ccc(-[n+]2c(-c3ccccc3)cc(-c3ccccc3)cc2-c2ccccc2)cc1,-8.4*,i
Cn1cc(C(=O)NCc2ccccc2)c2ccccc21,-1.7,i
O=C1CN=C(c2ccccc2)c2cc(Br)ccc2N1,-0.4,i
CCOC(=O)c1ccc(NC(=O)N2CC3CC(C2)c2cccc(=O)n2C3)cc1 (stereo unspecified),-0.72,i
O=C(C[N+]12CCN(CC1)CC2)NCCc1ccc(Cl)cc1Cl,-1.4,i
CCOc1cc(C=C2C(=O)NC(=O)NC2=O)ccc1OS(=O)(=O)c1ccccc1,-5.5*,-7.3*
O=P(Oc1ccccc1)(Oc1ccccc1)c1ccccc1,-5.9*,i
O=C1/C(=C\c2ccc([N+](=O)[O-])cc2)N2CCC1CC2,-0.93,i
O=[As](O)(O)c1ccc(N=Nc2ccc(O)cc2)cc1,-1.1,i
CCN(CC)C(=O)c1ccc(NC(=O)CN2CCc3cc(OC)c(OC)cc3C2)cc1,1.1,i
O=C(O)C1C2CCC(O2)C1C(=O)Nc1ccc(Cl)cc1 (stereo unspecified),0.8,i
Cc1ccc(N2C(=O)CC(=O)NC2=O)cc1,-0.44,i
O=C(Nc1ccc(OC(=O)N2CCCCC2)cc1)N1CCOCC1,0.04,i
NC(N)=N/N=C/c1ccc(N2CCOCC2)cc1,-0.94,i
COc1cccc(C(=O)C2CCCN(Cc3cccc(C)n3)C2)c1 (stereo unspecified),-1.4,i
CC(=O)Nc1ccc(OC(=O)N2CCCCC2)cc1,-1.1,i
COCCN1C(=O)NC(=O)/C(=C\c2ccc(F)cc2)C1=O,-0.11,i
OCC[N+]12CCC(CC1)C(C(O)(c1ccccc1)c1ccccc1)C2 (stereo unspecified),-0.01,i
O=C(CCCCCn1c(=S)[nH]c2ccccc2c1=O)N1CCC2(CC1)OCCO2,-0.73,i
O=C1NC(=O)N(CCc2ccc(F)cc2)C(=O)/C1=C/c1cccs1,-1.8,i
CC(=O)c1cccc(NC2=NCC(C)S2)c1 (stereo unspecified),-0.63,i
COC(=O)Cn1cc(C=C2C(=O)NC(=O)NC2=O)c2ccccc21,0.04,i
Fc1ccc(CNCCc2ccccc2F)cc1,-0.14,i
O=c1[nH]c(=S)n(-c2ccccc2F)c(O)c1C=Nc1ccc(N2CCOCC2)cc1,-0.38,i
CC1=C(C(=O)Nc2ccccc2)SCCO1,1.5,i
COc1cccc(C2=NOC(C(=O)N3CCC4(CC3)OCCO4)C2)c1 (stereo unspecified),1.1,i
Cc1cc(NC(=O)COC(=O)c2c(C)nn(Cc3ccccc3)c2Cl)no1,-0.74,i
CCCCn1c(NS(=O)(=O)c2ccc(C)cc2)c(C(=O)OCC)c2nc3ccccc3nc21,-0.69,i
CC(C)CCOP(N)(=O)Oc1ccccc1Cl (stereo unspecified),-0.88,i
CCCNC(=O)N1[C@H]2CC[C@@H]1C(C(=O)OC)=C(c1cccc(OC)c1OC)C2,0.04,i
COc1cccc(CN2CC=C(c3ccc(F)cc3)CC2)c1,-2.3,i
COc1ccc(N2C(=O)/C(=C/c3cccs3)C(=O)NC2=S)cc1,0.02,i
C=CCn1c(=O)c(C=Nc2cccc([N+](=O)[O-])c2)c(O)n(CCCC)c1=O,-0.15,i
CCc1c(C)nc(N)nc1N1N=C1SC,2.2,i
CCC(CO)(C(=O)OC1CC2CCC(C1)N2C)c1ccccc1 (stereo unspecified),-1.1,i
COc1ccc2[nH]c3c(c2c1)CCN=C3C,x,i
Cn1c(O)c(C=NCCCCCCCCCCC(=O)O)c(=O)n(C)c1=O,1.2,i
Clc1ccc(C2NCCc3[nH]cnc32)cc1 (stereo unspecified),-1,i
O=C(c1ccc(Cl)cc1)C1CCCN(Cc2ccc3ncccc3c2)C1 (stereo unspecified),-0.38,i
Cc1ccc(OCCSC2=NN2c2cc(C)nc(N)n2)cc1,-0.74,-11*
COC(=O)CC1(CC(=O)OC)C(=O)NC(=O)NC1=O,-0.17,i
C[C@]12CCC(=O)C=C1CC[C@@H]1C2CC[C@]2(C)C(=O)CCC12 (stereo partly specified),0.24,i
O=C(Nc1ccccc1)c1c(O)c2c(n(Cc3ccco3)c1=O)CCCC2,-0.06,i
Cn1c(O)c(C=Nc2ccccc2Sc2ccccc2)c(=O)n(C)c1=O,0.68,i
O=C1NC(=O)[C@]2(Cc3ccccc3N3CCN(c4ccccc4)CC32)C(=O)N1Cc1ccccc1 (stereo partly specified),0.4,i
O=C(/C=C/c1c[nH]c2ccccc12)c1c(O)n(CCc2ccccc2)c(=O)[nH]c1=O,-8.8,i
O=C(NCc1cccnc1)Nc1ccccc1Cl,-1.2,i

# Next section.
structure,Kir21 inh,CHT inh
CCOc1ccc(CC2(CCc3ccncc3)C(=O)NC(=O)NC2=O)cc1,2.7,i
Cc1cccc(CN2CCCN(Cc3ccc(Cl)cc3)S2(=O)=O)c1,-0.45,i
Cc1nc2ccccc2c(=O)n1-c1cccc(O)c1,-0.73,i
C=CCN1CC[C@]23c4c5ccc(O)c4O[C@H]2C(=O)CC[C@@]3(O)[C@H]1C5,0.3,i
CCOP(=O)(OCC)C(NC(=O)CN1C(=O)c2ccccc2S1(=O)=O)C(Cl)(Cl)Cl (stereo unspecified),1.7,i
Cc1cnn(C2CCN(C)CC2)c1N,0.55,i
CCN(CC)c1ccc(/C=C/[N+](=O)[O-])cc1,-10,i
CC12CC[C@H]3[C@@H](CCC4(O)C[C@H](O)CCC34/C=N/NC(=O)c3ccccc3[N+](=O)[O-])C1(O)CCC2C1=CC(=O)OC1 (stereo partly specified),-0.2,i
O=C(O)c1cccc2c1NC(C(=O)O)C1CC(Sc3ccccc3[N+](=O)[O-])C(Cl)C21 (stereo unspecified),x,i
Cn1c(O)c(C(=NCCN2CCCCC2)c2ccccc2Cl)c(=O)n(C)c1=O,-0.78,i
CCOc1ccc(/C=C2/C(=O)NC(=O)N(CCc3ccc(F)cc3)C2=O)cc1,1,i
COc1cc2[nH]c(=O)n(-c3cccc(Cl)c3)c(=O)c2cc1OC,0.83,i
O=C(c1cc(-c2ccncc2)nc2ccccc12)N1CCC2(CC1)OCCO2,-0.71,i
CC(=O)N1CN2CN(C(C)=O)CC(C(=O)c3ccc([N+](=O)[O-])cc3)(C2)C1,0.41,i
N#Cc1ccc(OCC(=O)N2CCN(Cc3ccc4c(c3)OCO4)CC2)cc1,-1.6,i
Fc1ccccc1CN1CCN(c2ccc(Cl)cc2)CC1,-0.76,i
O=c1[nH]c(=O)n(-c2cccc3ccccc23)c(O)c1/C=N/N1CCCCC1c1cccnc1 (stereo unspecified),0.5,i
O=C1NC(=O)C(=Cc2ccc(-c3ccc(S(=O)(=O)N4CCOCC4)cc3)o2)C(=O)N1,2,i
CC(Cc1ccsc1)NCc1cn[nH]c1-c1ccc(F)cc1F (stereo unspecified),-1.1,i
COc1ccc(C(C)=O)cc1CC(C(=O)c1ccc(C)c(C)c1)N(C)C (stereo unspecified),-1.3,i
COc1ccccc1NC(=O)c1cn(CCC#N)nc1-c1cccc(Cl)c1,-0.84,i
Cn1c(O)c(C=NC2CCCCCC2)c(=O)[nH]c1=S,0,i
CC(C)c1ccccc1OCC(=O)N1CCCN(C)CC1,-1.7,i
O=C(NC(Cc1cnc[nH]1)C(=O)O)c1ccccc1 (stereo unspecified),0.95,i
c1ccc(CCN2CCC(N3CCN(c4ccccc4)CC3)CC2)cc1,-0.03,i
COc1cc(/C=C/C(=O)c2c(O)n(CCc3ccccc3)c(=O)[nH]c2=O)ccc1O,0.44,i
CCCC1C(C#N)=C(N)Oc2c1c(=O)oc1ccccc21 (stereo unspecified),0,i
CC(C)CCn1c(=O)c(C(=O)NCc2ccco2)c(O)c2ccccc21,-0.01,i
CNC(=O)O/N=C(\C)Cc1nnn(-c2cc(C)on2)n1,0.24,i
CN1CCC(O)(c2ccccc2)C2CCCC21 (stereo unspecified),0.2,i
Cc1nc2ccccc2c(=O)n1-c1cccc([N+](=O)[O-])c1,-0.13,i
COc1ccccc1N1CCN(Cc2ccc(F)cc2)CC1,0.6,i
CCN(CC)c1ccc(N=Cc2c(O)n(Cc3ccccc3)c(=O)[nH]c2=O)cc1,0.35&-1.4,i
COc1cc(CC2(CCc3ccncc3)C(=O)N(C)C(=O)N(C)C2=O)cc(OC)c1OC,1.6,i
CCCNC(=O)N1CCC2(CC1)OCCO2,0.44,i
COc1cc2c(c(OC)c1OC)-c1ccc(O)cc1[C@@H](NC(C)=O)CC2,-0.46,i
CCCCCn1c(=O)c(C(=O)Nc2ccccn2)c(O)c2ccccc21,0.24,i
CC1CCN(C(=O)C(C)Cl)CC1 (stereo unspecified),0.21,i
Cn1c(=O)cc(OCC(=O)N2CCN(Cc3ccc4c(c3)OCO4)CC2)c2ccccc21,0.22,i
CCOC(=O)CC(NC(=O)C(Cc1ccc(N(CCCl)CCCl)cc1)NC(C)=O)C(=O)OCC (stereo unspecified),2.7,i
N#Cc1ccc(N2CCNCC2)c(F)c1,0.63,i
Cc1cc(OCC(=O)NCc2cccnc2)c2c3c(c(=O)oc2c1)CCCC3,-1.5,i
CN1CCC(N(C)c2ccc(C(N)=O)cc2[N+](=O)[O-])CC1,-0.12,i
CN1CCN(S(=O)(=O)c2cnc(Cl)c(Br)c2)CC1,0.81,i
CCCCCn1c(=O)c(C(=O)Nc2ccccc2C)c(O)c2ccccc21,-0.23,i
Cc1ccc2c(c1)CC1(CN2C)C(=O)NC(=O)N(CCc2ccccc2)C1=O (stereo unspecified),1.3,i
CN1CCc2nc(SCc3ccccc3Br)c(C#N)cc2C1,-0.87,i
C[C@]12CC[C@@H](O)C[C@@H]1CC[C@@H]1[C@@H]2CC[C@]2(C)C(=O)CC[C@@H]12,0.62,i
S=C1CN=C(c2ccccc2Cl)c2cc(Cl)ccc2N1,1.2,i
c1ccc2c3c([nH]c2c1)C1(CCNCC1)NCC3,0.47,i

# 5 compounds out of the list, sorted by length of the SMILES, descending:
structure,Kir21 inh,CHT inh
Cc1ccc2c(c1)CC1(CN2C)C(=O)NC(=O)N(CCc2ccccc2)C1=O (stereo unspecified),1.3,i
Cc1cc(OCC(=O)NCc2cccnc2)c2c3c(c(=O)oc2c1)CCCC3,-1.5,i
CCCCCn1c(=O)c(C(=O)Nc2ccccc2C)c(O)c2ccccc21,-0.23,i
CN1CCc2nc(SCc3ccccc3Br)c(C#N)cc2C1,-0.87,i
N#Cc1ccc(N2CCNCC2)c(F)c1,0.63,i

# The list goes on.
structure,Kir21 inh,CHT inh
Oc1ccc(CC2CC3CCN2CC3)cc1O (stereo unspecified),0.73,-16*
Cc1ccc(S(=O)(=O)N(c2cc(Cl)c(O)c(Cl)c2)P(=O)(OC(C)C)OC(C)C)cc1,2.1,i
O=P(Oc1ccccc1)(Oc1ccccc1)C(O)c1ccc(Cl)cc1 (stereo unspecified),0.6,i
Cc1ccsc1/C=C1\C(=O)NC(=S)N(C)C1=O,0.02,i
COc1ccc(CN2C(=O)CC(=O)NC2=S)cc1,-0.11,i
c1ccc(-c2[nH]c(-c3ccccc3)[n+](CC3CO3)c2-c2ccccc2)cc1 (stereo unspecified),-6.8*,i
O=C(Cc1ccccc1)N1CCN(C/C=C/c2ccccc2)CC1,-0.31,i
CN1CCc2nc(SCC(=O)OC(C)(C)C)c(C#N)cc2C1,0.74,i
CC1=C(C/C(C)=C/c2ccccc2)/C(=C/CO)[C@H](O)[C@](C)(O)C12CC2,0.28,i
Cc1ccc(S(=O)(=O)CC(C)(O)C(=O)Nc2cccc(C(F)(F)F)c2)cc1 (stereo unspecified),-1.8,i
COc1cc(N2CCOCC2)ccc1C=C1C(=O)NC(=O)NC1=O,0.01,i
COc1ccc(OCCOc2cccc(C=C3C(=O)NC(=O)NC3=O)c2)cc1,0.4,i
CNC(=O)c1cccn(Cc2cc(C(F)(F)F)cc(C(F)(F)F)c2)c1=O,-0.06,i
CC/C(=N\N1CCN(C)CC1)c1c(O)[nH]c(=O)[nH]c1=O,-1.3,i
COc1ccccc1Oc1c(C)oc2cc(OC(=O)N(C)C)ccc2c1=O,0.01,i
C=CC1CN2CCC1CC2[C@@H](OC(=O)c1ccc(OC)cc1)c1ccnc2ccccc12 (stereo partly specified),-1.4,i
COc1ccc(NP(=O)(Oc2cccc(C)c2)Oc2cccc(C)c2)cc1OC,1,i
CN1CCN(Cc2ccc(OC(F)(F)F)cc2)CC1,-0.96,i
CN(C)CCn1cnc2ccccc21,0.54,i
COc1ccc(-c2nc3ccc(C(=O)N4CCC5(CC4)OCCO5)cc3nc2-c2ccc(OC)cc2)cc1,0.24,i
COc1cc(CN2CCN(C(=O)Cc3ccccc3)CC2)cc(OC)c1OC,-1,i
CC1C2Cn3c(nc4ccccc43)C1N(C)O2 (stereo unspecified),1.6,i
